High-throughput results as filed in PubChem.
FAK inh = inhibitors of human focal adhesion kinase | AID 727 | Q05397 | inhibition, %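 (tested at 7 µM)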 | biochemical FAK kinase activity assay | 97,000 compounds, 0.84% hits; in the data active = inhibition above about 19%;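 note: 0% = DMSO and 100% = reference compound high control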
EphB4 antag = antagonists of human EphB4-ephrin-B2 interaction; EphB4 LBD / TNYL-RAW-Alexa532 peptide, fluorescence polarization; inhibition, % at 7 µM; 97,000 compounds, 0.15% hits;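 active = inhibition above the screen-wide mean inhibition plus 3 SD, cut at about 15% in these data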;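 note: 0% = DMSO wells and 100% = excess unlabeled TNYL-RAW peptide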
Target sequence (P54760 whole entry, looked up, the tested form may be a part): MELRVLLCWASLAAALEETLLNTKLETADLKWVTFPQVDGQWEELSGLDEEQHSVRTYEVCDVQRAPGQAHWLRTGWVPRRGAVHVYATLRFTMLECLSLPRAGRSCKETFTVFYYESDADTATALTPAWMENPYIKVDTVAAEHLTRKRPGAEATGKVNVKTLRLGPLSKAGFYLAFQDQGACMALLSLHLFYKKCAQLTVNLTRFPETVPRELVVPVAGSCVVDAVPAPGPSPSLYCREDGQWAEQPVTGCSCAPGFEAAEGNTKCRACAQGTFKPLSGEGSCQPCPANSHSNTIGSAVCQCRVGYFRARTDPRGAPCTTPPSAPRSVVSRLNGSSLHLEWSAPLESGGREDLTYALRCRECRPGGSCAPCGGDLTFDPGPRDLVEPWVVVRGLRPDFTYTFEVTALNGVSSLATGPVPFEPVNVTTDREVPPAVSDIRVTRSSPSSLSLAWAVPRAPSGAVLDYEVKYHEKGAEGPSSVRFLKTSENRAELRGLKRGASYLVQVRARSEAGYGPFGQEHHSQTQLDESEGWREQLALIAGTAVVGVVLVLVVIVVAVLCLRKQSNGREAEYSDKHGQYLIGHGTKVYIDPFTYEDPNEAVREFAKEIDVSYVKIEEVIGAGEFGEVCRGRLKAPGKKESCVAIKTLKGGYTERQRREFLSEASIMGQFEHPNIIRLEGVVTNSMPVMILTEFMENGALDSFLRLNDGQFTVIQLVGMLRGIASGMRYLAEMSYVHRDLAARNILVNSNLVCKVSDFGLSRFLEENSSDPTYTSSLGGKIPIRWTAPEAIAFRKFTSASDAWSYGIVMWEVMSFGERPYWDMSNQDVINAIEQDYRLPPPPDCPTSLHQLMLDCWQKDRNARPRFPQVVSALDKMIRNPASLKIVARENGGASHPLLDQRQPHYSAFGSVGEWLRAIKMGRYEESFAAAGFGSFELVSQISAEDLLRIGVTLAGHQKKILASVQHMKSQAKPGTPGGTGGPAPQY
PTPN22 inh 2 = blocks human PTPN22 phosphatase activity. recombinant LYP catalytic domain, DiFMUP fluorescence. inhibition, % at 2 µM. 96,000 compounds, 0.21% hits. AID 640;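 active = inhibition at 2 µM at or above a set limit, the screen mean plus 3 SD, cut at about 24% in these data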;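 note: 0% = DMSO with enzyme and 100% = enzyme fully blocked by orthovanadate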
PostGolgi ctrl = growth of the yeast control strain, post-Golgi counter-screen. efflux-deficient yeast background strain, growth absorbance A615, 16 h. inhibition, % at 10 µM. 98,000 compounds, 5% hits. AID 738
S1P2 ag = activates the human S1P2 receptor; 97,000 compounds, 0.46% hits; S1P2-expressing cell line, agonist reporter read-out; O95136; AID 729; activation, % at 4.5 µM; in the data active = activation above about 16%;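 note: 0% = vehicle low control and 100% = maximal reference agonist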
S1P2 blocker = antagonists of human S1P2 receptor; inhibition, % at 5 µM; 97,000 compounds, 0.21% hits; AID 736; cell-based S1P2 antagonist assay, inhibition at 5 uM; in the data active = inhibition above about 45%;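 note: CRE beta-lactamase reporter cells expressing human S1P2 stimulated with S1P; 0% = agonist at EC80 alone and 100% = agonist plus reference antagonist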
LYP act = LYP (human) phosphatase activation; recombinant LYP, DiFMUP fluorescence; 0 = plate median, 100 = signal doubled; activation, % at 2 µM; 96,000 compounds, 0.11% hits; AID 697;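 active = activation at 2 µM above a set limit, the mean plus 5 SD, cut at about 37% in these data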
PostGolgi yeast = growth inhibition of a yeast mutant, post-Golgi transport screen; AID 739; post-Golgi transport phenotypic cell assay; inhibition, % at 10 µM; 98,000 compounds, 0.9% hits;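 note: yeast cells grown in 1536-well plates; yeast grown about 18 h at 30C before absorbance read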
Rev-RRE block = inhibitors of HIV-1 Rev-RRE RNA interaction; inhibition, % at 8 µM; 97,000 compounds, 0.79% hits; Rev peptide-RRE RNA binding, FRET; P05866; AID 704;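 active = inhibition above the screen-wide mean plus 3 SD, cut at about 35% in these data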;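 note: 0% = median DMSO wells and 100% = median Neomycin B control wells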
Target sequence (P05866 whole entry, looked up): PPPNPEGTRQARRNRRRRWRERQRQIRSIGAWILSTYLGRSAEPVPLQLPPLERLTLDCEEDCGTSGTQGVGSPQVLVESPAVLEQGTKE
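assay system = Cy5-tagged RRE RNA duplex with fluorescein-tagged Rev peptide | incubation = 5 + 15 min at 25 °C | also added = labelled Rev peptide | measure = % inhibition of FRET ratio versus controls | benchmarks = DMSO wells as 0% and neomycin B wells as 100% inhibition | measured by = FRET fluorescence readout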
The depositor's hits bear a star; x = no result given. Cut-off read from the data, not from the text of the source, unless noted: active = inhibition above about 30%; inactive = the rest.

SMILES	FAK inh	EphB4 antag	PTPN22 inh 2	PostGolgi ctrl	S1P2 ag	S1P2 blocker	LYP act	PostGolgi yeast	Rev-RRE block
CCOCc1nnc(NC(=O)CCc2ccccc2)s1	2	14	-4	14	0	7	2	9	3
CCOC(=O)Cn1c(=O)c2c(nc3n2CCN3Cc2ccccc2)n(C)c1=O	11	5	10	10	-1	1	-12	-8	7
COc1ccc2c(c1)Cc1sc(NC(=O)c3cccs3)nc1-2	1	10	8	9	-5	13	-8	14	0
NC(=O)c1ccc(-n2nnnc2SCC(=O)Nc2ccccc2-c2ccccc2)cc1	-1	4	-2	-8	-8	18	6	-4	12
COc1ccc(N(CC(=O)Nc2cccc(OC)c2)S(=O)(=O)c2c(C)nn(C)c2C)cc1	-5	0	4	5	0	9	-6	-4	6
Cc1cc(-c2ccccc2)nc2[nH]n(-c3ccccc3)c(=O)c12	1	7	10	-3	-7	2	-9	-7	2
CC(C)CCOC(=O)C1C2C=CC3(CN(Cc4cccs4)C(=O)C13)O2 (stereo not drawn)	3	2	-5	3	-6	18	2	-2	1
CCOc1cc(N2CCOCC2)c(OCC)cc1NC(=O)Cc1cccc(OC)c1	3	2	4	3	-6	1	-1	-2	0
Cc1ccc2nc(Cc3ccc(N)cc3)[nH]c2c1	4	4	3	-1	-5	5	2	-2	6
Cc1ccc(C(=O)CSc2nnc(CNc3nc(-c4ccccc4)cs3)n2C)cc1	3	8	6	25	-5	2	-6	11	0
O=S(=O)(Nc1ccc(N2CCOCC2)cc1)c1ccc(Cl)s1	2	6	1	5	-5	-8	-2	-2	9
COc1ccccc1NC(=O)C(C)N1CCN(C/C=C/c2ccccc2)CC1 (stereo not drawn)	1	0	5	3	-9	7	-6	10	7
Cn1c(=O)c2c(n3cnnc13)-c1ccccc1CC21CCCC1	1	-7	-8	x	-5	-11	5	x	2
CC(=O)Nc1ccc2c(c1)ncn2C	2	-11	-4	x	-1	-21	0	x	4
O=C(C/C=N/OCc1ccc(Cl)cc1Cl)c1ccccc1	1	-2	-5	9	-1	-4	1	2	15
CCOc1ccc(C(=O)CCC(=O)O)cc1	-2	-2	2	2	-1	-18	2	-3	3
Cc1ccc2nc(NC(=O)CN3CCOCC3)sc2c1	1	1	1	4	-5	-13	-2	-3	3
Cc1ccccc1-n1c(C)cc(/C=N/NC(=O)c2ccc(CN3CCOCC3)cc2)c1C	6	0	1	8	0	19	2	0	-2
Cc1ccc2nc(N3CCN(S(=O)(=O)c4ccc5c(c4)OCCO5)CC3)c(C#N)cc2c1	-2	-4	16	29	-1	7	-12	-5	9
COc1ccc(NC(=O)c2ccccc2SC)cc1OC	2	-6	-5	7	2	-21	7	4	7
CC1CN(C2CCCCC2)c2nc3c(c(=O)n(C)c(=O)n3C)n2C1 (stereo not drawn)	-2	-1	-10	-5	-4	-15	10	0	-3
CN1CCN(S(=O)(=O)c2ccc(NC(=S)NC(=O)c3ccccc3)cc2)CC1	-1	3	0	9	-8	12	-2	-4	3
O=C1CC(Cc2ccccc2)C(=O)N1CCc1ccc2c(c1)OCO2 (stereo not drawn)	0	2	9	16	-3	16	-4	1	6
CC1(C)Cc2noc(N)c2C(C)(C)N1OC(=O)c1ccco1	-1	-2	1	4	-6	7	1	6	1
O=S(=O)(NCc1ccco1)c1cccc(S(=O)(=O)N2CCOCC2)c1	1	-10	-15	13	-3	-5	12	-4	4
CC(C)NC(=O)NC(=O)COc1cccc2c1OC(C)(C)C2	0	3	-1	3	-2	-2	2	6	2
Cc1ccc(NC(=O)c2ccc(CNS(=O)(=O)c3cccc(C(F)(F)F)c3)cc2)cc1	4	-1	3	-9	-8	-9	-3	13	1
c1ccc(-c2nc(-n3nc4ccccc4n3)nc3ccccc23)cc1	5	-3	-2	78*	-3	-10	3	10	1
Cc1sc(NC(=O)c2ccccc2)c(C(=O)NCCN(C)C)c1C	-15	-12	-3	-5	-3	8	5	-4	2
N#CC1=C(N)Oc2cc3c(cc2C1c1ccc(Cl)cc1)OCO3 (stereo not drawn)	1	3	11	30*	-3	-7	-11	-4	8
Cc1cccc(Nc2ncnc3nc[nH]c23)c1	15	7	-5	-3	-4	23	2	3	9
COc1cccc(/C=N\Nc2nncc(-c3ccccc3)n2)c1	3	5	7	8	-2	21	-5	-3	8
Cc1ccc2nc3c(cc2c1)c(NC(=O)c1ccccn1)nn3CC(C)C	3	1	1	2	19*	-22	1	-5	9
O=C(COc1cccc(C(F)(F)F)c1)NCCCN1CCCC1=O	-2	1	2	7	-5	-12	-5	6	-2
CCOC(=O)C(CC)n1cnc2sc3c(c2c1=O)CCC3 (stereo not drawn)	4	1	3	8	-6	15	-5	2	15
COc1ccc(CCN2C(=O)C(O)=C(C(=O)c3ccco3)C2c2cccs2)cc1OC (stereo not drawn)	-2	0	-10	12	-3	-15	10	2	-4
O=C(NCCCN1CCCC1=O)c1cncc(Br)c1	-5	-7	-5	20	-9	8	8	-16	0
COc1cccc(C(c2nnnn2CS(=O)(=O)c2ccc(C)cc2)N2CCN(C)CC2)c1OC (stereo not drawn)	6	7	4	2	-5	3	-5	3	9
COCc1nnc(NC(=O)c2cc(Cl)ccc2OC)s1	-2	5	-4	0	-4	-9	8	-4	2
Cc1cc(C)cc(N(CC(=O)NC2CC3CCC2C3)S(C)(=O)=O)c1 (stereo not drawn)	-2	1	0	2	-9	-4	-2	-8	3
CCc1ccc2nc(NC(=O)CCCc3cccs3)sc2c1	-1	3	-8	1	-2	1	6	1	6
CCOC(=O)c1[nH]c2ccc(OC)cc2c1NC(=O)CCN1CCN(Cc2ccccc2)CC1	0	-2	-2	2	-10	15	0	1	5
O=C(NCc1ccc2c(c1)OCO2)c1ccc(S(=O)(=O)NCC2CCCO2)cc1 (stereo not drawn)	-4	-1	2	5	-2	-2	-4	-2	0
Cc1ccc(NC(=O)NCCCN2CCOCC2)cc1	-2	4	12	0	-3	17	-14	-2	8
O=S1(=O)CC(O)C(N2CCC(c3ccccc3)CC2)C1 (stereo not drawn)	-2	3	-3	45*	-3	-6	-1	5	7
COc1ccc(OC(=O)Nc2ccccc2)cc1	0	-7	5	2	-3	-1	-3	-7	7
O=C(Cn1nnc(-c2ccccc2)n1)NCc1cccs1	1	-4	-12	4	0	7	10	-3	2
Fc1ccc(-c2nnc3ccc(N4CCc5ccccc5C4)nn23)cc1	-7	-2	7	59*	-2	11	-10	-3	3
O=C(NC(=S)N(Cc1ccccc1)Cc1ccccc1)c1ccccc1F	-7	6	7	25	-5	-3	-5	16	5
CC(C)CC(=O)Nc1ccc(F)c(Cl)c1	-3	3	-2	18	-13	3	1	9	3
Cc1ccc(-c2nnn(CC(=O)N(Cc3ccccc3)C(C(=O)NC(C)(C)C)c3ccncc3)n2)o1 (stereo not drawn)	-3	2	7	22	-4	15	-6	-6	-1
O=S(=O)(c1ccc2c(c1)OCCO2)N(Cc1ccc(F)cc1)Cc1nnc(-c2cccs2)o1	-3	1	15	35*	-2	14	-10	-4	7
O=C(CC(c1ccccc1)c1ccccc1O)NCc1ccco1 (stereo not drawn)	3	-1	11	3	-3	3	-6	-5	2
O=C(Nn1cnnc1)c1cc2cc(Br)ccc2oc1=O	1	-3	4	23	-3	-18	-7	-12	8
CCN(CC)C(=O)CSc1nnc(CCCCCNC(=O)OC(C)(C)C)o1	0	-3	-1	3	-7	-10	2	-1	-5
Cc1cc(C(=O)Nc2c(C)n(C)n(-c3ccccc3)c2=O)c2ccccc2n1	0	7	2	1	-7	5	0	-17	11
CN(C)CCn1c(C(=O)Nc2ccccc2)cc2ccccc21	-2	5	-6	-1	-4	18	3	-6	6
Cc1nc2nc3c(c(=O)n2[nH]1)CCCC3	-1	-8	13	2	-2	-2	-14	-5	2
CCn1c(NCc2ccccn2)nc2c1c(=O)n(C)c(=O)n2C	6	3	-3	13	-6	-1	5	-1	3
COc1ccc(-n2ncc3c(N4CCCc5ccccc54)ncnc32)cc1	0	0	2	29	0	-14	-4	-2	5

Record cards (already shown). Screens in order: FAK inh, EphB4 antag, PTPN22 inh 2, PostGolgi ctrl, S1P2 ag, S1P2 blocker, LYP act, PostGolgi yeast, Rev-RRE block
O=S(=O)(c1ccc2c(c1)OCCO2)N(Cc1ccc(F)cc1)Cc1nnc(-c2cccs2)o1 reads -3, 1, 15, 35*, -2, 14, -10, -4, 7
O=C(CC(c1ccccc1)c1ccccc1O)NCc1ccco1 (stereo not drawn) reads 3, -1, 11, 3, -3, 3, -6, -5, 2
O=C(NC(=S)N(Cc1ccccc1)Cc1ccccc1)c1ccccc1F reads -7, 6, 7, 25, -5, -3, -5, 16, 5
O=C(Cn1nnc(-c2ccccc2)n1)NCc1cccs1 reads 1, -4, -12, 4, 0, 7, 10, -3, 2
COc1ccc(OC(=O)Nc2ccccc2)cc1 reads 0, -7, 5, 2, -3, -1, -3, -7, 7

Next entries
SMILES	FAK inh	EphB4 antag	PTPN22 inh 2	PostGolgi ctrl	S1P2 ag	S1P2 blocker	LYP act	PostGolgi yeast	Rev-RRE block
Fc1ccc(-n2cnnn2)c(F)c1	6	7	6	3	-6	12	-6	6	8
CC12CCCCC1c1ccccc1C(=NCC(=O)O)N2 (stereo not drawn)	-4	-1	4	8	-8	3	-5	-2	0
Cn1nc(C(=O)NC2=NCCS2)ccc1=O	2	0	1	0	-2	4	2	4	2
COc1cc(C)c(C(C)C)cc1S(=O)(=O)NCCCn1ccnc1	-3	-3	-7	-1	-7	8	5	18	-4
CN1C(=O)CC(N2CCN(C(c3ccccc3)c3ccccc3)CC2)C1=O (stereo not drawn)	1	-1	-4	14	-1	-13	4	-2	0
CCOCc1cc(C)[nH]c(=O)c1C#N	-2	8	-2	1	-6	-3	-1	6	13
Cc1cc(C)c(S(=O)(=O)c2ccccc2C)c(Cl)n1	7	-4	-6	2	-1	6	10	17	-4
CCOC(=O)c1c(NC(=O)CC)sc(C(=O)N2CCCCC2)c1C	3	-4	-2	5	-6	-44	1	3	1
COC(=O)C1=C(N)Oc2cc(C)n(Cc3cccnc3)c(=O)c2C1c1cc(OC)ccc1OC (stereo not drawn)	-2	8	-8	9	-4	16	6	2	4
N#Cc1ccccc1NC(=O)c1ccccc1OCC(=O)NCc1ccco1	1	-3	-2	2	-1	-1	1	-9	-3
CC(=O)OC(C(=O)n1nc(C)cc1C)c1ccccc1 (stereo not drawn)	1	-4	-8	3	-3	-14	11	-6	0
CCc1cc(C(=O)Cc2nc3ccccc3[nH]2)c(O)cc1O	-1	-18	-7	0	-5	-5	6	-1	0
O=C(NCc1ccccc1Cl)c1ccc(Cn2cc(C(F)(F)F)ccc2=O)cc1	-6	-2	1	6	-3	11	2	-3	12
COc1ccc(Nc2ccc3c(c2)=NC2(CCCCC2)[N+]=3[O-])cc1	-5	-4	2	3	-4	25	-4	1	-4
CC(OC(=O)Cn1c(C(F)(F)F)nc2ccccc21)C(=O)N1CCCc2ccccc21 (stereo not drawn)	-2	4	-17	-4	-4	-5	18	29	2
Cc1cc(C)nc(SCc2nnc(SCC(=O)Nc3nccs3)n2Cc2ccco2)n1	-2	1	-7	7	-4	3	7	2	8
Fc1ccc(-c2nnc(CSc3nnc(-c4cccs4)o3)o2)cc1	-2	10	13	4	-6	-4	-16	10	15
Cc1cc(C)c(S(=O)(=O)N2CCC(C(N)=O)CC2)cc1C	-3	1	5	14	-1	-8	-3	1	1
Cc1ccc(S(=O)(=O)N2CCOCC2)cc1C(=O)NCCCn1ccnc1	0	-5	-18	-3	-10	-6	14	-4	1
CCOC(=O)c1c(N)n(CCOC(=O)c2cccs2)c2nc3ccccc3nc12	16	4	8	19	2	4	-10	-3	22
CCOC(=O)c1cnc(N2CCOCC2)[nH]c1=O	-6	-2	-15	-7	-5	34	12	-3	4
